FEN1 inh: qHTS Assay for the Inhibitors of Human Flap endonuclease 1 (FEN1). P39748. Recombinant FEN1 flap cleavage, fluorescence, 15 min. Potency, µM (highest dose often 114 µM), for the others: top-dose activity change, negative = inhibition, usual class: inhibitors. 390,000 compounds, 0.35% hits; further: nearly all actives have a fitted effect of over 65% in size
Target sequence (P39748 whole entry, looked up): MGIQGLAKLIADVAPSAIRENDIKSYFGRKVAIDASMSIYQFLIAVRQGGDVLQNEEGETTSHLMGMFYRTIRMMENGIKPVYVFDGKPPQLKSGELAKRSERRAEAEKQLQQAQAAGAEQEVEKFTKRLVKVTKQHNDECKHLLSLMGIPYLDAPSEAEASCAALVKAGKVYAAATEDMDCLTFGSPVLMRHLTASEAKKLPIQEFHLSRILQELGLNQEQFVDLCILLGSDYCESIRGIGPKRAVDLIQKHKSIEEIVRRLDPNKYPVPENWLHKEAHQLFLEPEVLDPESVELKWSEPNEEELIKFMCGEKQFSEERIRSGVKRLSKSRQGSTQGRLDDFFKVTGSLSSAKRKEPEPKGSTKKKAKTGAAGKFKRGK
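FEN1 at 10 nM, compound pretreatment for 15 min (room temperature), 50 nM final substrate to initiate; endpoint reads at 0 and 15 min; DMSO-only plates used as vehicle background.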
TDP1 inh: qHTS Assay for Inhibitors of Tyrosyl-DNA Phosphodiesterase (TDP1); Tyrosyl-DNA phosphodiesterase 1 (Homo sapiens), Q9NUW8; recombinant TDP1, AlphaScreen DNA substrate cleavage; Potency, µM (doses to about 130 µM), inactives show at the top dose activity change, negative = inhibition, most hits filed as inhibitors; 350,000 compounds, 0.28% hits; AID 485290, 2010; further: nearly all actives have a fitted effect of over 40% in size
Target sequence (Q9NUW8 whole entry, looked up): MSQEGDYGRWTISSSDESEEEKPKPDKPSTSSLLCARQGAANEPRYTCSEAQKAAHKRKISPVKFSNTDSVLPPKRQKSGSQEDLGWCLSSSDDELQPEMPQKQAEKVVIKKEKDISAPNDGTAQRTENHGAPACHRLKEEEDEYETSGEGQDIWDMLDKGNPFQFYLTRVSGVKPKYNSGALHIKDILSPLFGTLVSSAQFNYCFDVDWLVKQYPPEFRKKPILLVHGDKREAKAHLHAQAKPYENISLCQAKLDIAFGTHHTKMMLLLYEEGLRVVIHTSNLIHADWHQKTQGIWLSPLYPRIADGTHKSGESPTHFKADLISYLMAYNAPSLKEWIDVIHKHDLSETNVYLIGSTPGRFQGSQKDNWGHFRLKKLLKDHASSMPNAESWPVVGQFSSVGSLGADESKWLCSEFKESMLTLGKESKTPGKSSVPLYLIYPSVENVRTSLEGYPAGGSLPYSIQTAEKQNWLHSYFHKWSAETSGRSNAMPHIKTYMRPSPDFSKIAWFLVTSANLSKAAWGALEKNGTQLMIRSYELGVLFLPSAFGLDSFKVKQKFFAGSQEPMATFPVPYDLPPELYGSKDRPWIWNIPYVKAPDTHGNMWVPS
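Recombinant human Tdp1 (E. coli-expressed, 1 nM final) preincubated with compounds 15 min at room temperature, then 5'-biotin/3'-phosphotyrosine-FITC DNA substrate (15 nM final) added for 5 min. AlphaScreen beads (10 ug/ml final) added 10 min; cleavage lowers signal.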
N370S GC: qHTS Assay for Inhibitors and Activators of N370S glucocerebrosidase as a Potential Chaperone Treatment of Gaucher Disease; Lysosomal acid glucosylceramidase (Homo sapiens), P04062; N370S GC spleen homogenate, 4MU-glucoside fluorescence; Potency, µM (highest dose often 59.4 µM), for the others: top-dose activity change, negative = inhibition, actives largely listed as inhibitors; 330,000 compounds, 0.092% hits; AID 2101, 2009;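 further: 0% = full enzyme activity and -100% = no enzyme basal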
Numbers without * were called inactive; u = inconclusive; x = not tested or not shown; & = joins results of further samples; [ ] = remark or other dose. The call rests on the fitted dose curve; in most records, active means well fitted curve in the direction sought with a large enough effect; inconclusive means small, poorly fitted or top-dose-only effect, or another doubt; inactive means no such curve, though single readings can be large; an effect the other way counts as inactive or inconclusive. Unless noted, on the % scale 0 is the no-effect control and ±100 the full control effect; potency means the concentration at half of the fitted maximal effect.

FEN1 inh	TDP1 inh	N370S GC	SMILES
-21%	6%	x	CCn1nc(C)c2c(-c3ccccc3)cc(=O)n(C(C)C(=O)NCc3cccc(OC)c3)c21 (stereo not given)
x	14%[56.1 µM]	2%	COC(=O)CC1[C@@]2(C)C[C@]34OC5(C)OC6(C7CC(=O)OC(c8ccoc8)[C@]7(C)CCC6(O5)[C@]13C)C(OC(C)=O)[C@]4(OC(C)=O)C2OC(C)=O (stereo not given in full)
-2%	3%	x	CCOC(=O)c1c(C)[nH]c(C)c1S(=O)(=O)NCC(=O)Nc1cc(C)ccc1OC
-11%	0%	x	O=C(COc1ccc(Cl)cc1Br)Nc1cccc(S(=O)(=O)N2CCCC2)c1
12%	3%	-4%	COc1ccc(-n2ncc3c(N4CCc5ccccc54)ncnc32)cc1
u	5%	0%	COc1ccc(/C=N/n2c(N)nc3ccccc32)cc1OC
-9%	8%	18%	COc1ccc(C(=O)c2cc3c(cc2[N+](=O)[O-])OCCO3)cc1
-6%	9%	-2%	COC(=O)c1cccc(NC(=O)c2ccc3c(c2)C(=O)N(CC2CCCO2)C3=O)c1 (stereo not given)
x	4%	-3%	COc1cc([C@@H]2c3cc4c(cc3C(OC3OC5COC(C)OC5C(O)C3O)C3COC(=O)[C@@H]32)OCO4)cc(OC)c1O (stereo not given in full)
9%	-3%	7%	COc1nc(OCC#N)nc(N(C)C)n1
3%	-3%	1%	Cc1cc(OCCOCCN2CCCC2)ccc1C(C)C
4%	-9%	-4%	COc1ccc(C(=O)c2c[nH]c(C(=O)N=CN(C)C)c2)cc1
-4%	6%	-14%	O=C(Cn1nnc(-c2ccc(N3CCOCC3)cc2)n1)OC1CCCCC1
-3%	-4%	x	O=S(=O)(c1ccccc1)N1CCC(c2ccncc2)CC1
-25%	x	-8%	O=C(O)c1cc2nccc(-c3ccco3)n2n1
-2%	-6%[0.0935 µM]	-3%	O=C(Nc1ccc(F)cc1)C1CCCN(S(=O)(=O)c2ccc(-n3cnnn3)cc2)C1 (stereo not given)
14%&0%	4%&4%	17%	CCOC(=O)C1CCCN(C(=O)Cn2ncc3c([nH]c4ccc(C)cc43)c2=O)C1 (stereo not given)
u	8%	-1%	CCN1CCCC1CNC(=O)CN(C)S(=O)(=O)c1ccc(Cl)cc1 (stereo not given)
21%	0%	x	COc1cccc(NC(=O)COC(=O)Cn2c(C)csc2=O)c1
-12%	-5%	-6%	NC(=S)N/N=C/c1coc2ccc(Br)cc2c1=O

Record cards (already shown):
Listed for `CCN1CCCC1CNC(=O)CN(C)S(=O)(=O)c1ccc(Cl)cc1` (stereo not given) → FEN1 inh: u; TDP1 inh: 8%; N370S GC: -1%
Listed for `COc1cc([C@@H]2c3cc4c(cc3C(OC3OC5COC(C)OC5C(O)C3O)C3COC(=O)[C@@H]32)OCO4)cc(OC)c1O` (stereo not given in full) → FEN1 inh: x; TDP1 inh: 4%; N370S GC: -3%

Additional structures follow:
FEN1 inh	TDP1 inh	N370S GC	SMILES
10%	x	-10%	COc1ccc(-c2nc(C)ncc2-c2ccccc2)c(O)c1
5%	-4%	x	COc1ccc(OC)c(-c2cc(C(=O)Nc3ccc(C)c(C)c3)no2)c1
3%	1%	5%	CCCCn1c(CN2C(=O)c3ccccc3C2=O)nc2ccccc2c1=O
-10%	-8%	0%	CCC(C)NCCOc1cccc(Br)c1 (stereo not given)
1%	0%	0%	Cc1cc(S(=O)(=O)NCc2cccnc2)ccc1-n1cnnn1
2%	3%	-1%	CN(C)CCOC(=O)CCCCCCCCC(=O)OCCN(C)C
x	-4%	-2%	COC(=O)[C@@]1(Cc2ccccc2)C=C[C@@H](C)N1C(=O)c1ccccc1
x	10%[21 µM]	5%[12.8 µM]	O=C1[C@H]2[C@H]3[C@H](O)[C@H](O)C/C(=N/OCc4ccccc4)[C@H]3CC[C@@H]2C(=O)N1c1cccc(Oc2ccccc2)c1
5%	x	15%	O=C(Nc1ccc(F)cc1F)c1cc(-c2ccco2)nc2ccccc12
4%	-4%	-2%	CC(=O)N(C)c1ccc(NS(=O)(=O)c2cc(Cl)ccc2Cl)cc1
5%	x	3%	C/C(N)=C(/C#N)C(=O)CSc1nnnn1-c1ccccc1
1%	-5%	-13%	CC1(O)N(CCC(=O)Nc2cccc(F)c2)C(=O)OC12CCCCC2 (stereo not given)
12%	4%	15%	c1ccc(-n2cnc3ccccc32)nc1
-7%	-14%	u	C=CCSc1nnc(-c2cc3c(s2)-c2ccccc2CC3)o1
-19%	1%	x	O=C(c1cc(C2CC2)nn1-c1ccccc1)N1CCN(S(=O)(=O)c2cccc(F)c2)CC1
-17%	-5%	-4%	Cc1cc(=O)oc(C)c1C(=O)NCc1cccnc1
-8%	-5%	5%	COC(=O)Cn1c(=NC(=O)CSC(C)=O)sc2ccccc21
2%	-1%	x	CCc1cccc(C)c1NC(=O)CCCN1C(=O)NC(C)(C)C1=O
13%	4%	-18%	O=S(=O)(N1CCCCCC1)N1CCN(S(=O)(=O)N2CCCCC2)CC1
x	0%	-3%	COc1ccc(/C=C2\SC(=Nc3ccccc3)NC2=O)cc1

(list continues)
FEN1 inh	TDP1 inh	N370S GC	SMILES
-15%	x	15%	Cc1cccc2sc(NNC(=O)c3cc(=O)c4ccccc4o3)nc12
-18%	0%	x	O=C(NCc1cccs1)c1ccc2c(c1)N(Cc1ccccc1Cl)C(=O)c1ccccc1S2
-2%	-10%	x	COc1ccc(N(CC(C)C)S(=O)(=O)c2nnc(NC(=O)c3cccs3)s2)cc1
-1%	2%	x	Cc1ccc(S(=O)(=O)Nc2c(C)n(C)n(-c3ccccc3)c2=O)cc1C(=O)NCc1ccccc1
3%	5%	x	COc1cc(-c2nc(SCC(=O)Nc3ccc(C)cc3)c(-c3ccc(F)cc3)[nH]2)cc(OC)c1OC
-2%	1%	x	COc1ccc(OCc2nnc(SCC(=O)Nc3cccc(C(C)=O)c3)o2)cc1
0%	0%	-11%	O=[N+]([O-])c1ccc(N2CCCC2)nc1
-12%	-1%	1%	CC1CC(=O)C(C2c3ccccc3CCN2C(=O)CCl)C(=O)C1 (stereo not given)
-1%	x	-5%	O=C1[C@H]2[C@@H](/C=C/c3ccccc3)N3C(=O)CN(CC4CC4)C(=O)[C@@]3(Cc3ccccc3)[C@H]2C(=O)N1c1ccccc1
1%	x	1%	C/C(=N\Nc1nc(C)cc(-c2ccccc2)n1)c1ccc(O)cc1
-1%	0%	14%	COCCCNC(=O)C1CCN(c2ncccn2)CC1
-9%	x	-5%	O=C(CSc1ccccc1Cl)N1CCOCC1
-7%	x	-2%	COC(=O)c1ccc(NC(=O)Cn2nc(C)c3ccccc3c2=O)cc1
18%	1%	-9%	COc1ccc(CCNS(=O)(=O)c2ccc3c(c2)NC(=O)C(C)S3)cc1OC (stereo not given)
-6%	x	-7%	COc1ccc(OC)c(CNC(=O)CCSCc2ccc(F)cc2Cl)c1
13%	1%[56.1 µM]	8%	CCCCOC(=O)c1cccc(NC(=O)CC)c1
-7%	5%	-13%	CN(c1ccccc1)S(=O)(=O)c1cccc(C(=O)N2CCN(c3ccccn3)CC2)c1
-1%	-7%	-5%	O=C1c2ccsc2SCCN1Cc1ccc(Cl)cc1Cl
-5%	0%	x	O=C1CN(C(=O)Cc2ccccc2)C(c2ccc(F)cc2)c2cc(Br)ccc2N1 (stereo not given)
9%	x	0%	COc1ccc(S(=O)(=O)NC2CC3CCC2C3)cc1 (stereo not given)

Reprinted from the entries so far for reference:
FEN1 inh	TDP1 inh	N370S GC	SMILES
-7%	5%	-13%	CN(c1ccccc1)S(=O)(=O)c1cccc(C(=O)N2CCN(c3ccccn3)CC2)c1
-1%	-7%	-5%	O=C1c2ccsc2SCCN1Cc1ccc(Cl)cc1Cl
-5%	0%	x	O=C1CN(C(=O)Cc2ccccc2)C(c2ccc(F)cc2)c2cc(Br)ccc2N1 (stereo not given)
9%	x	0%	COc1ccc(S(=O)(=O)NC2CC3CCC2C3)cc1 (stereo not given)

Part of the list above, set out differently:
molecule,FEN1 inh,TDP1 inh,N370S GC
COC(=O)c1ccc(NC(=O)Cn2nc(C)c3ccccc3c2=O)cc1,-7%,x,-2%
COc1ccc(CCNS(=O)(=O)c2ccc3c(c2)NC(=O)C(C)S3)cc1OC (stereo not given),18%,1%,-9%
COc1ccc(OC)c(CNC(=O)CCSCc2ccc(F)cc2Cl)c1,-6%,x,-7%

Continued.
FEN1 inh	TDP1 inh	N370S GC	SMILES
-5%	1%	x	COc1ccc(S(=O)(=O)N2CCN(C(=O)C3CC3)CC2)cc1Br
0%	x	-5%	CC(=O)CSc1nnc(-c2ccc(S(=O)(=O)N3CCCC3)cc2)n1C
4%	-6%[0.505 µM]	-19%	COc1ccc(CCNC(=O)CSC2=NS(=O)(=O)c3ccccc3N2)cc1OC
10%	5%	-4%	COc1ccc(Cn2c(C)ccc2C)cc1
1%	8%	x	COc1cccc(C(=O)Nc2ccc(-n3nncc3-c3ccc(Br)cc3)cc2)c1OC
-18%	9%	-22%	N#CC1=C(N)Oc2n[nH]c(-c3cccs3)c2C1C1CCCCC1 (stereo not given)
-7%	x	-11%	COc1cccc(C(=O)NC2CCN(CC(=O)Nc3ccccc3Cl)CC2)c1
-13%	4%	26%	Cc1cc(C(=O)NC2CCCc3c2cnn3-c2ccc(C(C)(C)C)cc2)nn1C (stereo not given)
-14%	0%	x	CSc1cccc(N2CC(C(=O)N3CCN(S(=O)(=O)c4ccccc4Cl)CC3)CC2=O)c1 (stereo not given)
15%	-3%[56.1 µM]	7%	Cc1cccc(/C=N/n2c(C)cc(C)c(C#N)c2=O)c1
-11%	0%	x	CCN1CCN(CC(=O)Nc2cc(S(=O)(=O)N3CCCCC3)ccc2Cl)CC1
-16%	0%	1%	COC(=O)CN1C(=O)COc2ccc(S(=O)(=O)NCc3ccc(Cl)cc3)cc21
1%	4%	1%	CC(=O)c1nnn(-c2ccc([N+](=O)[O-])cc2)c1C
4%	1%	x	CC1(C)CC2CC(C)(CN2S(=O)(=O)c2ccccc2[N+](=O)[O-])C1 (stereo not given)
-3%	4%	-20%	CCOC(=O)/C(C#N)=C/N=c1ccc(C)cn1C
-1%	-4%	-7%	CC(C)Cc1nnc(NC(=O)c2cc3c(s2)CCC3)s1
-4%	-9%	x	O=C(OC1CCOC1=O)C1CCN(S(=O)(=O)c2ccccc2)CC1 (stereo not given)
-11%	0%	x	O=C(NCc1ccccc1Cl)c1ccc(NC(=O)c2nsc3ccccc23)cc1
-29%	-2%	x	O=C(COCc1cc(-c2ccc(F)cc2)on1)Nc1cccc(C(F)(F)F)c1
0%	0%	0%	CS(=O)(=O)N1N=C(c2ccco2)CC1c1ccccc1 (stereo not given)

(cont.)
FEN1 inh	TDP1 inh	N370S GC	SMILES
-3%	-1%	0%	Cc1ccc(S(=O)(=O)N2CCC(C(=O)NCCCOC(C)C)CC2)cc1
-10%	2%	27%	Cc1cccc(N2CCN(S(=O)(=O)c3ccc4c(c3)NC(=O)CS4)CC2)c1C
20%	-1%	1%	Cc1cc(C)c2c(n1)SCC(=O)N2CC(=O)NCCC1=CCCCC1
3%	9%	2%	O=C(/C=C/c1ccc([N+](=O)[O-])cc1)OCc1cnc(-c2ccccc2)o1
-19%	-2%	-2%	Cc1ccc(-c2noc(=O)n2CC(=O)Nc2ccc(S(=O)(=O)NC3CC3)cc2)cc1
-1%	-3%	-9%	O=C(CCC1CCCC1)NNC(=O)c1ccccc1O
4%	7%	3%	CN(Cc1ccccc1)C(=O)CCNC(=O)Cn1cnc2ccccc2c1=O
-7%	0%	-6%	COc1ccc(NC(=S)NC(=O)C2CCC2)cc1
-3%	-3%	x	COc1ccc(S(=O)(=O)n2nc(C)c(S(=O)(=O)N3CCC(C)CC3)c2C)cc1OC
7%	4%	10%	CCn1c(COc2cccc(OC)c2)nnc1SCC(=O)N1CCOCC1
-5%	5%	0%	CSCCC1NC(=O)N(CC(=O)Nc2ccc(N3CCCCC3)cc2)C1=O (stereo not given)
0%	1%	2%	COc1ccc2nc(C)cc(SCC(=O)N/N=C/c3ccc(O)cc3O)c2c1
-5%	7%	4%	COC(=O)c1ccccc1NC=C1C(=O)OC2(CCCCC2)OC1=O
-12%	1%	-4%	CC(=O)N1c2ccc(S(=O)(=O)N3CCCC(C(=O)NCc4ccccc4Cl)C3)cc2CC1C (stereo not given)
5%	-3%	x	Fc1ccc(Cc2cn3cc(-c4ccc(Cl)cc4)nc3s2)cc1
-16%	2%	14%	CCOC(=O)Cc1csc(NC(=O)COc2ccccc2OCC)n1
x	0%&1%	-5%&18%	COc1ccc2c(c1)O[C@@H](c1cccc(C(F)(F)F)c1)[C@H](O)C2=O
-3%	x	1%	Cc1cccnc1NC(=O)COc1ccc2c(c1)CCC2

Screening results from PubChem BioAssay.
